Source: PubChem BioAssay
GDH-TPI counter – GDH-TPI coupling enzyme inhibitors, primary screen, artefact control for M. tuberculosis FBA inhibitor project, biochemical, absorbance, full deck | GDH-TPI coupled enzyme counterscreen, NADH absorbance | 360,000 tested, 1.2% active | inhibition, % at 4.8 µM | AID 588335, 2011; in the data active = inhibition above about 30%;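 note: 0% = DMSO wells and 100% = wells lacking the enzyme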
Mtb UGM inh – M. tuberculosis UGM enzyme inhibitors, primary screen, biochemical, fluorescence polarization, single point; inhibition, % at 10 µM; 320,000 tested, 0.06% active; purified UGM, fluorescence polarization probe displacement; UDP-galactopyranose mutase (Mycobacterium tuberculosis (strain ATCC 25618 / H37Rv)), …; in the data active = inhibition above about 10%, passing the limit was not always enough
Target sequence (P9WIQ1 whole entry, looked up): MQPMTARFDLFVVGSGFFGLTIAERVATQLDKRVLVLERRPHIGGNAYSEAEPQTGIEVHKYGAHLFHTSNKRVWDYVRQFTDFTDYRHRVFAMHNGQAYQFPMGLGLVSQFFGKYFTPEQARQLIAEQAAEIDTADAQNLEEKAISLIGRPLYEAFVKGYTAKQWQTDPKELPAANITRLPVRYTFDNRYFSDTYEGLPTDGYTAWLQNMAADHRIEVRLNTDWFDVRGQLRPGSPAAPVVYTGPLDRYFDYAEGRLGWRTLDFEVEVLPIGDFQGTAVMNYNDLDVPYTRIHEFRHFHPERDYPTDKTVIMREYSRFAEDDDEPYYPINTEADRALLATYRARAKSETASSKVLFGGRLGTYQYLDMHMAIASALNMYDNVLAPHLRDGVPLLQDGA
DUSP3 inh – VHR1 phosphatase inhibitors, primary screen, biochemical, absorbance, uHTS | Dual specificity protein phosphatase 3 (Homo sapiens), P51452 | recombinant VHR phosphatase, pNPP absorbance | inhibition, % at 13.3 µM | 290,000 tested, 0.52% active; in the data active = inhibition above about 50%; note: some compounds called inactive have numbers as strong as hits
Target sequence (P51452 whole entry, looked up): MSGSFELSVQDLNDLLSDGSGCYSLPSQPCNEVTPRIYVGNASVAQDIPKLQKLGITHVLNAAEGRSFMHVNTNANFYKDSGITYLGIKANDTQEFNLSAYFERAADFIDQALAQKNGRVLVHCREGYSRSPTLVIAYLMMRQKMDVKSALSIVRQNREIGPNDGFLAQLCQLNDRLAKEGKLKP
3CLpro inhibitor – SARS-CoV 3CLpro protease inhibitors, primary screen, biochemical, quenched FRET; Replicase polyprotein 1ab (Severe acute respiratory syndrome coronavirus), P0C6X7; recombinant SARS-CoV 3CLpro, quenched FRET peptide cleavage; inhibition, % at 6 µM; 290,000 tested, 0.14% active; in the data active = inhibition above about 12%
BioA inh – M. tuberculosis BioA enzyme inhibitors, primary screen, biochemical, plate reader, single point, HTS. purified M. tuberculosis BioA enzyme. inhibition, % at 9.99 µM. 360,000 tested, 0.096% active; in the data active = inhibition above about 40%
Rv3671c inh – Rv3671c serine protease inhibitors, primary screen, biochemical, fluorescence polarization, M. tuberculosis H37Rv; P9WHR9; inhibition, % at 5.96 µM; 320,000 tested, 0.048% active; AID 2606, 2010; in the data active = inhibition above about 38%;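 note: extracellular domain of Rv3671c used as enzyme; 0% = enzyme with DMSO and 100% = no enzyme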
Target sequence (P9WHR9 whole entry, looked up, the tested form may be a part): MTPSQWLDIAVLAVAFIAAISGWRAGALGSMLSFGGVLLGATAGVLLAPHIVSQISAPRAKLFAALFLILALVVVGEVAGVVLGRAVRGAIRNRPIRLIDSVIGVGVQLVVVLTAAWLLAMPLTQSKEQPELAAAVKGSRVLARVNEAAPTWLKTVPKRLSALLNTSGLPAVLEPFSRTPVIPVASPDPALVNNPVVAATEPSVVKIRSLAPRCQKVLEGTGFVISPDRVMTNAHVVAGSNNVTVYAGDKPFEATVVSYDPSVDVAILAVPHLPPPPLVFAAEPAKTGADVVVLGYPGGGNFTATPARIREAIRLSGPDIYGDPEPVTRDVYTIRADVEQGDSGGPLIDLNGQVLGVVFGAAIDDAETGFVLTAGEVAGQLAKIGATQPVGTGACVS
Mtb FBA inh – Mtb FBA enzyme inhibitors, primary screen, biochemical, fluorescence, strain H37Rv; purified M. tuberculosis FBA, fluorescence read-out; AID 588726, 2011; Fructose-bisphosphate aldolase (Mycobacterium tuberculosis (strain ATCC 25618 / H37Rv)), …; inhibition, % at 1 µM; 360,000 tested, 2.3% active; in the data active = inhibition above about 27%;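 note: 0% = vehicle and 100% = reference inhibitor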
PriA SSB inh – inhibitors of Klebsiella pneumoniae PriA binding to SSB C-terminal tail, primary screen, biochemical, AlphaScreen; inhibition, % at 33 µM; AlphaScreen SSBct-PriA binding, biotinylated peptide; PriA–SSB C-terminal tail interaction (Klebsiella pneumoniae); 430,000 tested, 0.6% active; in the data active = inhibition mostly above about 37%, no sharp cut-off; inactive = mostly below about 20%;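 note: plate controls were negative control peptide for no effect and reference peptide for full effect; strong numbers were not always called active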
MazF activator – activators of E. coli MazEF toxin-antitoxin RNase, primary screen, biochemical, fluorescence, uHTS; Endoribonuclease toxin MazF (Escherichia coli (strain K12)), P0AE70; FAM/BHQ RNA-DNA oligo cleavage fluorescence, 5 h; activation, % at 20 µM; 350,000 tested, 0.32% active; AID 504720, 2011; in the data active = activation above about 50%
BH1578 lux ind – inducers of Vibrio cholerae quorum light production without autoinducers, primary screen, BH1578 luxS cqsA deficient, single point | V. cholerae BH1578 lux reporter, luminescence, 6 h | 350,000 tested, 0.16% active | activation, % at 18.7 µM; in the data active = activation mostly above about 9.7%, no sharp cut-off; note: not every result past the cut was called active; inactives centre near 0; reference of the scale not given here
* marks the source's active call; other numbers are inactive results; i = inactive; x = not tested or not shown. Only part of the results is shown; rates above refer to the full screens.

Values run as follows: Rv3671c inh | Mtb UGM inh | Mtb FBA inh | DUSP3 inh | PriA SSB inh | BH1578 lux ind | 3CLpro inhibitor | GDH-TPI counter | MazF activator | BioA inh
CC(c1ccccc1F)n1cc(C(=O)NCCc2ccco2)nn1 (centres undefined)
 : 2 | -1.0 | 0 | 29 | 7 | -7.7 | -3 | 0 | -7 | -0.8
CCCCc1ccc(NC(=O)CSc2nc3ncccc3[nH]2)cc1
 : -8 | 0.1 | 1 | -2 | -6 | -0.5 | 3 | -6 | 0 | 0.4
CC(O)(c1ccc(F)c(F)c1)c1nc(-c2ccoc2)cs1 (centres undefined)
 : x | x | 4 | x | x | -0.4 | x | 13 | x | 0.4
COc1cccc(N2CCN(C(=O)CCC(=O)N3CCOc4ccc(C)cc43)CC2)c1
 : -8 | -0.2 | 3 | 6 | 1 | -0.2 | 1 | 1 | 0 | -0.1
COc1nc(C)ccc1-c1noc(-c2ccco2)n1
 : 8 | 0.2 | 5 | -6 | -10 | -0.1 | -2 | -7 | 9 | -3.1
O=C(CNS(=O)(=O)c1ccc(Br)cc1)NCc1cccnc1
 : 2 | -1.9 | 2 | 18 | 3 | i | 3 | 5 | 3 | 0.1
O=C(COc1ccc(-c2nnco2)cc1)N1CCN(S(=O)(=O)c2ccc3ccccc3c2)CC1
 : -7 | 1.9 | -5 | -21 | -10 | -0.3 | -2 | 6 | 9 | 0.2
CC12CCC(C(=O)Nc3ccncc3)(CC1O)C2(C)C (centres undefined)
 : -1 | -2.5 | -1 | -20 | -7 | -0.5 | 2 | 5 | 6 | x
NC(=Nc1ccccc1)NN=Cc1c[nH]c2ccccc12
 : x | x | -3 | x | x | -0.8 | x | 9 | 22 | x
O=C(OCC(=O)N1CCOCC1)c1ccc2ccccc2c1
 : 5 | 1.9 | 4 | x | 5 | -5.0 | x | 6 | 6 | -1.2
CC1=Nn2c(nnc2-c2ccco2)SC1
 : 10 | -0.2 | 5 | 3 | -5 | -7.1 | 7 | 3 | 2 | -2.7
Cc1cccc(C)c1NC(=O)CN1CCN(C(=O)c2cc(C3CC3)nn2-c2ccccc2)CC1
 : x | x | 0 | x | x | -0.5 | x | 10 | -9 | 0.1
CCC(=O)N(C1=C(NC(C)C)C(=O)c2ccccc2C1=O)C(C)C
 : -35 | 0.7 | -7 | 4 | 9 | -0.2 | -3 | 1 | 4 | -0.7
Cc1ccc2c(=O)n3c(nc2c1)C(Cc1ccc(O)cc1)NC(=O)c1cccnc1-3 (centres undefined)
 : x | x | -3 | x | x | -0.2 | x | -6 | 7 | -0.4
CC(=O)Nc1ccc(S(=O)(=O)N2CCSC2C(=O)O)cc1 (centres undefined)
 : -5 | -1.0 | -1 | -8 | -11 | -0.4 | 5 | 0 | 6 | -0.7
O=C(CCc1nc2ccccc2c(=O)[nH]1)Nc1nnc(SCc2ccccc2F)s1
 : -7 | 3.9 | 0 | x | 9 | i | x | 4 | -48 | -0.4
CC(C)COC(=O)c1cc(=O)[nH]c2ccccc12
 : 0 | -2.8 | 3 | -4 | -2 | x | 0 | 9 | 0 | 0.2
O=c1[nH]c(=O)n(CCC2=CCCCC2)c(O)c1C=NC1CCN(Cc2ccccc2)CC1
 : 1 | 1.7 | -1 | 30 | -7 | i | -4 | -3 | 14 | -1.0
CCCOc1cccc(C(=O)Nc2ccc3c(c2)OCCO3)c1
 : -1 | 1.4 | -2 | 18 | -6 | -1.7 | 4 | 17 | -2 | 2.2
Cc1cccn2c(=O)c(C=Nc3ccccc3)c(NCc3ccco3)nc12
 : -5 | 1.4 | 39* | 10 | -13 | i | 0 | 22 | -2 | -2.2

Values run as follows: Rv3671c inh | Mtb UGM inh | Mtb FBA inh | DUSP3 inh | PriA SSB inh | BH1578 lux ind | 3CLpro inhibitor | GDH-TPI counter | MazF activator | BioA inh
C=CCN1C(=O)S/C(=C/c2ccsc2)C1=O
 : 2 | -0.5 | 0 | -20 | -5 | -0.3 | 1 | 23 | -7 | -3.2
CCC1Sc2ccc(S(=O)(=O)CCC(=O)N3CCc4ccccc43)cc2NC1=O (centres undefined)
 : -13 | -1.0 | -2 | -12 | -8 | -0.2 | 3 | -2 | 10 | -1.5
Cc1ccc(C(=O)NNC(=O)c2ccc(Br)s2)cc1S(=O)(=O)N1CCOCC1
 : -4 | 0.6 | 2 | x | 2 | i | x | 14 | 3 | 0.7
O=C(NCCS(=O)(=O)N1CCCCCC1)c1ccc(F)cc1
 : 1 | -0.6 | -2 | x | -6 | i | x | 6 | -2 | -1.1
O=C(NCc1ccccn1)C1CCN(S(=O)(=O)N2CCC3(CC2)OCCO3)CC1
 : -6 | 0.7 | 6 | 9 | 2 | -0.4 | -1 | -10 | 7 | -0.6
O=C(Nc1ccccc1)c1cc([N+](=O)[O-])ccc1N1CCCCC1
 : -13 | -0.2 | -7 | x | -1 | i | x | 10 | 5 | -1.2
CSc1ccc(CN2CCCC(N3CCN(c4ccccc4)CC3)C2)cc1 (centres undefined)
 : -4 | -1.7 | -1 | 1 | 9 | i | -4 | 7 | 3 | -0.8
O=C(c1cccc(Br)c1)N1CCN(C(=O)N2CCCCC2)CC1
 : 9 | -0.7 | 2 | -8 | 4 | 3.2 | -12 | -13 | 3 | 3.5
Cc1cccc(Nc2ncnc3onc(-c4cccc(Cl)c4)c23)c1C
 : -1 | 0.6 | 4 | 9 | -31 | -1.4 | -4 | 17 | 1 | -1.8
COc1ccc2sc(-c3ccccc3OC)c(-c3ccc(OCCN(C)C)cc3)c2c1
 : x | x | 1 | x | 18 | -6.7 | x | 8 | 5 | -0.8
CC1CCCN(C(=O)Cn2c3ccccc3c3nc4n(c(=O)c32)CCS4)C1 (centres undefined)
 : -7 | -1.0 | 12 | 45 | -5 | -0.3 | 0 | 10 | 3 | 0.1
Cc1ccc(NC(=O)CSc2n[nH]c(C)c2[N+](=O)[O-])cc1C
 : -16 | 3.8 | 0 | 13 | -12 | -0.4 | -3 | 4 | 7 | x
O=C(COC(=O)c1ccc(F)c(S(=O)(=O)N2CCOCC2)c1)Nc1ccc2[nH]c(=O)[nH]c2c1
 : -3 | -1.4 | 1 | x | 0 | -0.3 | x | 1 | -25 | 1.3
COCc1nc2oc3ccc(F)cc3c(=O)c2cc1C(=O)OC
 : x | -2.0 | 1 | 16 | 4 | i | -5 | -3 | 10 | -1.0
C/C(=N\NC(=O)CSCc1ccc(Cl)cc1)c1ccc(NC(=O)c2ccccc2)cc1
 : -16 | -1.9 | 1 | 13 | x | i | -4 | -2 | -32 | x
COc1cccc(C(=O)O)c1OS(=O)(=O)c1ccc(C)cc1
 : x | x | 0 | x | x | i | x | 4 | 3 | -1.1
Cn1cccc1Cc1nnc(SCC(=O)NCC2CCCO2)n1-c1ccc(F)cc1 (centres undefined)
 : 2 | -1.4 | 2 | 6 | -7 | -0.2 | 4 | 2 | 4 | 3.2
COc1ccc(/C=C/C(=O)NC(=S)NCC2CCCO2)cc1 (centres undefined)
 : -2 | -3.0 | 3 | 10 | -10 | i | 1 | 21 | 0 | x
Cc1cc(C)cc(Nc2nc3ccccc3c(=O)[nH]2)c1
 : -1 | -1.2 | 0 | 10 | -13 | -1.8 | 1 | 14 | 9 | x
CC(C)CC(N)c1csc(Nc2ccc(C(=O)NCCO)cc2)n1 (centres undefined)
 : x | x | 5 | x | x | -0.5 | x | 11 | x | -6.5

Values run as follows: Rv3671c inh | Mtb UGM inh | Mtb FBA inh | DUSP3 inh | PriA SSB inh | BH1578 lux ind | 3CLpro inhibitor | GDH-TPI counter | MazF activator | BioA inh
CCCS(=O)(=O)N1CCC(C(=O)NCc2ccccc2Cl)CC1
 : 4 | 0.1 | 4 | -11 | -5 | i | 1 | -2 | 1 | -1.6
COC(=O)c1[nH]c2c(c1C)C(=O)CC(c1cccs1)C2 (centres undefined)
 : -8 | 5.2 | -1 | -8 | 5 | 5.3 | -6 | 2 | -7 | x
COc1ccc(OC)c(NC(=O)c2ccc(CSc3nnc(C)s3)cc2)c1
 : -3 | 1.6 | 0 | 30 | 1 | -0.3 | -6 | 9 | 13 | 4.1
O=c1cc(CN2CCN(c3ccccc3)CC2)nc2scc(-c3ccccc3)n12
 : 1 | 2.7 | 3 | 22 | 3 | 1.0 | 9 | 5 | -3 | x
COc1ccc(C(C)(C)C)cc1NC(=O)CCN1C(=O)C2CCCCC2C1=O (centres undefined)
 : -7 | 2.2 | 1 | x | -7 | i | x | -9 | 2 | -0.1
COc1cc(CN=Cc2c(O)n(C(C)(C)C)c(=O)[nH]c2=O)cc(OC)c1
 : -9 | -2.0 | 2 | 5 | -2 | -1.2 | 0 | -6 | 11 | x
CCN(CC(=O)Nc1ccc(NC(C)=O)cc1)C(=O)c1cc(-c2ccccc2)nn1-c1ccccc1
 : 2 | 1.3 | 0 | x | -2 | 0.7 | x | -1 | -2 | 0.2
O=C(O)c1cc(S(=O)(=O)Nc2ccc(N3CCCCC3)cc2)ccc1Cl
 : 4 | 1.6 | 1 | 8 | 11 | -0.6 | -1 | -3 | 7 | 0.1
COc1ccc(N2CCN(c3cc(=O)n(Cc4ccc(F)cc4)c(=O)[nH]3)CC2)cc1
 : 0 | -1.1 | 1 | 1 | -13 | -0.3 | 11 | 5 | 9 | -1.8
CCOC(=O)C1CCCN(c2c(N3CCN(C4CCCCC4)CC3)c(=O)c2=O)C1 (centres undefined)
 : 3 | -3.7 | 3 | 29 | 33 | -0.2 | -3 | 23 | 1 | 2.8
O=C(CCCOc1ccccc1)N1CCN(S(=O)(=O)c2ccc(Cl)cc2)CC1
 : 5 | 1.8 | 4 | x | -8 | i | x | 9 | -1 | 1.4
COn1c(-c2ccc(Cl)cc2)nc2ccc(Cl)cc21
 : -5 | -0.6 | -8 | 28 | -25 | -4.6 | 1 | -1 | 4 | -1.7
Cc1ccc(C)c(N2CC(=O)N(c3cc(C)ccc3C)CC2=O)c1
 : -6 | -0.4 | 0 | -20 | -9 | -0.3 | 0 | 6 | -2 | 0.7
COCCCNC(=O)CSc1nc2ccccc2c(=O)n1CCCC(=O)NCC1CCCO1 (centres undefined)
 : -5 | -0.7 | 0 | 32 | -10 | -0.2 | 6 | -2 | 6 | 0.0
c1ccc(-c2c(-c3ccccc3)n(Cc3ccco3)c3ncnc(NCCCn4ccnc4)c23)cc1
 : 7 | -0.3 | 9 | 11 | 52* | -0.6 | 0 | 2 | 2 | 1.6
CC(C)(C)c1ccc(C(=O)Nc2ccc(S(=O)(=O)Nc3cnc4ccccc4n3)cc2)cc1
 : -3 | 0.2 | 2 | x | -12 | i | 14* | 10 | -2 | x

A draw from above in order of number of heavy atoms, ascending.
Values run as follows: Rv3671c inh | Mtb UGM inh | Mtb FBA inh | DUSP3 inh | PriA SSB inh | BH1578 lux ind | 3CLpro inhibitor | GDH-TPI counter | MazF activator | BioA inh
CC(=O)Nc1ccc(S(=O)(=O)N2CCSC2C(=O)O)cc1 (centres undefined)
 : -5 | -1.0 | -1 | -8 | -11 | -0.4 | 5 | 0 | 6 | -0.7
O=C(NCCS(=O)(=O)N1CCCCCC1)c1ccc(F)cc1
 : 1 | -0.6 | -2 | x | -6 | i | x | 6 | -2 | -1.1
O=C(COC(=O)c1ccc(F)c(S(=O)(=O)N2CCOCC2)c1)Nc1ccc2[nH]c(=O)[nH]c2c1
 : -3 | -1.4 | 1 | x | 0 | -0.3 | x | 1 | -25 | 1.3
